SIRT5 inh = SIRT5 desuccinylase inhibitors, primary screen, biochemical, fluorescence imaging, single point, set 5; Purified SirT5, succinyl-peptide AMC, trypsin-coupled fluorescence; AID 652115, 2013; 330,000 compounds, 1.1% hits; inhibition, % at 15 µM; in the data active = inhibition above about 15%; inconclusive = no clear call, values can overlap the other calls
Target sequence (Q9NXA8 whole entry, looked up): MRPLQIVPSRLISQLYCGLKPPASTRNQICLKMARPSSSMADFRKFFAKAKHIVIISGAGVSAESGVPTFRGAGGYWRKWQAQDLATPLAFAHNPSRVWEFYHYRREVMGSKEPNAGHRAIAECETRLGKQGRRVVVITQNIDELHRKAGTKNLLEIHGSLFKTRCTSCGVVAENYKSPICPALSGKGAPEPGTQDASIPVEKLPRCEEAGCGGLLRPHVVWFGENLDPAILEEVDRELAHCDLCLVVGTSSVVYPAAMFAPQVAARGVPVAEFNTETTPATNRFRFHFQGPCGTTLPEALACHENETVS
ARNT-TACC3 inh = disruptors of ARNT/TACC3 protein interaction, primary screen, biochemical, AlphaScreen, single concentration. AlphaScreen His-ARNT PAS-B/GST-TACC3 binding, luminescence; TACC3 fragment carries E629A point mutation. Transforming acidic coiled-coil-containing protein 3 (Homo sapiens), Q9Y6A5. inhibition, % at 9.99 µM. 390,000 compounds, 0.66% hits;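 active = mean inhibition of replicates at least 50% and at least half of replicates each reaching 50%; inconclusive = half or more replicates reach 50% but mean below 50%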;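 also: 0% = complete ARNT plus TACC3 wells and 100% = ARNT alone without TACC3; many hits fall short of the cut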
ERp5 inh = inhibitors of ERp5-driven insulin aggregation, primary screen, biochemical, turbidity, absorbance 650 nm, single point. inhibition, % at 9.99 µM. 350,000 compounds, 0.05% hits. 90 min. Protein disulfide-isomerase A6 (Homo sapiens), Q15084;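 active = mean replicate inhibition above about 25%, with every replicate also reaching it, limit read from the data, passing the limit was not always enough; inconclusive = only one of those two criteria met; inactive = neither criterion met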
Target sequence (Q15084 whole entry, looked up): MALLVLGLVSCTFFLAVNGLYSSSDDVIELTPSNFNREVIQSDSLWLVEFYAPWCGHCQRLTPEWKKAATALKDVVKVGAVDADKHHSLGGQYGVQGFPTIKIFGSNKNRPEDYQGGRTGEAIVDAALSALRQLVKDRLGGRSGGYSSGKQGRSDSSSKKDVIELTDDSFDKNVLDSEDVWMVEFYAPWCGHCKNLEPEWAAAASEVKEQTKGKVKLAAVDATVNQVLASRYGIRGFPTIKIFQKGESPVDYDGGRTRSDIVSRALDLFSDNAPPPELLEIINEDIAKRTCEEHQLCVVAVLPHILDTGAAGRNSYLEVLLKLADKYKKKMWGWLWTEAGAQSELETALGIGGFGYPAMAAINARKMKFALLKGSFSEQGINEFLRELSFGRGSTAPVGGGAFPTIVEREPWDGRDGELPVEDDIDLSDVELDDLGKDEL
esBAF inh = Bmi1 luciferase reporter increase in mESCs, primary screen, esBAF inhibitor project, mouse ES cells, Bmi1 luciferase knock-in, single point | 24 h; 100% = twice the neutral-well signal | reporter increase, % at 12.5 µM | 350,000 compounds, 2% hits | AID 602393, 2012; in the data active = activation above about 40%; inconclusive = no clear call, values can overlap the other calls;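 also: 0% = median of the plate's neutral control wells and 100% = double that signal; a rise in the Bmi1 reporter signal indicates esBAF inhibition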
miR122 inh = miR-122 Renilla sensor signal increase in Huh7, primary screen, miR-122 inhibitor project, cell-based, single point, plate reader | activation (reporter increase), % at 12.5 µM | Huh7 miR-122 Renilla luciferase sensor, 48 h; neutral wells = 0, positive control = 100 | AID 602342, 2012 | 340,000 compounds, 0.3% hits;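 active = mean replicate activation score at least 90 and every replicate individually at or above 90; inconclusive = only one of the two criteria met; inactive = neither criterion met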;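 also: higher luciferase means less miR-122 activity so hits act as miR-122 inhibitors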
Cneo AK release = Cryptococcus neoformans cell lysis inducers, primary screen, AK release luminescence, single concentration; C. neoformans lysis, adenylate kinase release luminescence, 4 h; normalised: neutral wells 0, clomiphene wells 100; lysis activity, % at 15 µM; 360,000 compounds, 0.2% hits; AID 651654, 2012;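 active = mean lysis activity across replicates of at least 80%, whatever share of replicates individually reach that level; inactive = mean lysis activity below 80%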
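Assay system: C. neoformans cells. Amount: yeast cell density of 5 × 10^6 cells/mL. Technique: AK luminescence. Buffer or medium: YPD. Times: static 4 h at 37 °C with compound, 1 h detection. Dosing: single-point compound dose. Read-out: lysis from increased AK signal.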
Statin myotox sup = suppressors of statin myotoxicity in C2C12 myotubes, primary screen, cell-based, single point, plate reader; rescue of ATP level, % at 7.49 µM; C2C12 myotubes + simvastatin, ATP luminescence, 48 h; scaled: DMSO 0, geranylgeraniol control 100; 330,000 compounds, 0.78% hits;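 active = mean ATP rescue above about 67%, or every replicate alone reaching that limit, limit read from the data, passing the limit was not always enough; inconclusive = no clear call, values can overlap the other calls; inactive = mean under the limit and some replicate under it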;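 also: myotubes were challenged with 10 µM simvastatin during compound exposure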
* marks the source's active call; other numbers are inactive results; u = inconclusive; x = not tested or not shown; [ ] = remark or other dose.

1: C[C@H]1CN([C@@H](C)CO)C(=O)c2cc(NC(=O)C3CCCCC3)ccc2O[C@@H]1CN(C)S(=O)(=O)c1cn(C)cn1
2: CC(C)(C)NC(=O)C(c1ccccc1)N(C(=O)C1CSC(=O)C1)c1ccccc1 (stereo unspecified)
3: COc1ccc(-c2cn(Cc3ccc(C(=O)NCc4ccc(C)cc4)cc3)c(C(C)N)n2)cc1 (stereo unspecified)
4: O=C(NCC(c1ccco1)N1CCCC1)c1ccc(S(=O)(=O)Nc2ccc(F)cc2)cc1 (stereo unspecified)
5: COC(=O)Nc1nc2ccc(C(=O)c3cccs3)cc2[nH]1
6: Cc1cc(OCC(=O)NCC2CCC(C(=O)O)CC2)c2c(C)cc(=O)oc2c1 (stereo unspecified)
screen / no.,1,2,3,4,5,6
SIRT5 inh,0.0,x,3.3,-3.9,2.1,-9.1
ARNT-TACC3 inh,0.4,3.8,-3.9,14.1,0.0,-12.2
ERp5 inh,-12.3,x,3.4,3.7,-1.4,-1.2
esBAF inh,-0.9,-1.5,17.8,-6.0,23.2,-10.0
miR122 inh,-0.3[16.7 µM],-1.7,-5.2,-2.2,84.9,-1.4
Cneo AK release,-5.5,4.0,0.7,-4.6,0.3,3.5
Statin myotox sup,2.7,6.1,12.0,-2.5,-37.0,3.2

7: COc1ccc(OCc2nnc3n2N=C(c2ccc(C)cc2)CS3)cc1
8: Cc1ccc2nc(NC(=O)c3ccccc3F)sc2c1
9: Cc1cc([N+](=O)[O-])nn1CC(=O)NCc1nc2ccccc2[nH]1
10: COc1ccc(-n2c(SCC#N)nnc2-c2cccnc2)cc1
11: O=C(NC1CCN(Cc2ccccc2)CC1)c1cc(Br)c(Br)[nH]1
12: CC(C)NC(=O)N(C)C[C@H]1Oc2c(NS(=O)(=O)c3ccccc3)cccc2C(=O)N([C@@H](C)CO)C[C@@H]1C
screen / no.,7,8,9,10,11,12
SIRT5 inh,x,9.3,-4.6,x,8.6,-0.4
ARNT-TACC3 inh,4.1,-3.0,-0.9,-6.0,0.3,-13.2
ERp5 inh,-8.7,-5.4,5.1,x,-1.3,-2.7
esBAF inh,1.1,-45.2,x,3.4,x,1.8
miR122 inh,x,13.6,x,2.6,x,10.7[16.7 µM]
Cneo AK release,0.6,-13.2,x,-8.2,x,1.9
Statin myotox sup,4.4,-14.8,x,5.3,x,-9.2

13: COCC#Cc1ccc([C@@H]2[C@@H](CO)N3CCCCN(C(=O)CN(C)C)C[C@@H]23)cc1
14: CCOc1ccccc1NC(=O)CN(c1ccc(OC)cc1)S(=O)(=O)c1c(C)noc1C
15: CN1CCC(C)(C(=O)Nc2cccc(Oc3ccccc3)c2)C1 (stereo unspecified)
16: COc1ccc(Nc2nc(N3CCCCC3)c3ccccc3n2)cc1
17: COc1ccc(NC(=O)Nc2ccon2)c(OC)c1
18: C[C@@H]1CN([C@@H](C)CO)C(=O)c2cc(NS(=O)(=O)c3ccccc3)ccc2O[C@@H]1CN(C)CC1CCCCC1
screen / no.,13,14,15,16,17,18
SIRT5 inh,-5.5,x,-1.9,x,-2.6,25.1*
ARNT-TACC3 inh,4.4,37.2,x,8.4,-2.9,-0.7
ERp5 inh,0.9,x,1.3,x,4.9,1.6
esBAF inh,x,-2.3,-7.2,-15.8,x,-2.1
miR122 inh,8.6[16.7 µM],37.9,-0.6,1.3,x,-4.7[16.7 µM]
Cneo AK release,-2.0,1.7,0.1,1.2,x,3.1
Statin myotox sup,x,6.2,7.8,-41.7,x,41.5

Some of the entries above in another layout:
5: COC(=O)Nc1nc2ccc(C(=O)c3cccs3)cc2[nH]1
  SIRT5 inh: 2.1	ARNT-TACC3 inh: 0.0	ERp5 inh: -1.4	esBAF inh: 23.2	miR122 inh: 84.9	Cneo AK release: 0.3	Statin myotox sup: -37.0

6: Cc1cc(OCC(=O)NCC2CCC(C(=O)O)CC2)c2c(C)cc(=O)oc2c1 (stereo unspecified)
  SIRT5 inh: -9.1	ARNT-TACC3 inh: -12.2	ERp5 inh: -1.2	esBAF inh: -10.0	miR122 inh: -1.4	Cneo AK release: 3.5	Statin myotox sup: 3.2

7: COc1ccc(OCc2nnc3n2N=C(c2ccc(C)cc2)CS3)cc1
  SIRT5 inh: x	ARNT-TACC3 inh: 4.1	ERp5 inh: -8.7	esBAF inh: 1.1	miR122 inh: x	Cneo AK release: 0.6	Statin myotox sup: 4.4

8: Cc1ccc2nc(NC(=O)c3ccccc3F)sc2c1
  SIRT5 inh: 9.3	ARNT-TACC3 inh: -3.0	ERp5 inh: -5.4	esBAF inh: -45.2	miR122 inh: 13.6	Cneo AK release: -13.2	Statin myotox sup: -14.8

Carrying on.
19: Cc1ccc(C(O)(CNCc2ccccc2)c2ccccc2)cc1 (stereo unspecified)
20: N#C[C@@H]1N[C@H](CO)[C@H]1c1ccccc1
21: CN1CCN(c2nc3c(c(=O)[nH]c(=O)n3C)n2Cc2ccc([N+](=O)[O-])cc2)CC1
22: COc1ccc(C(=O)N2CCN(c3ncccn3)CC2)cc1
23: COc1ccc2[nH]c(C(=O)Nc3ncc(C)cc3Br)cc2c1
24: O=C(NCC(O)c1ccc([N+](=O)[O-])cc1)C(c1ccccc1)c1ccccc1 (stereo unspecified)
screen / no.,19,20,21,22,23,24
SIRT5 inh,-5.7,6.9,-0.1,x,-0.9,-4.7
ARNT-TACC3 inh,-2.9,-6.6,-4.5,-3.3,-2.9,9.5
ERp5 inh,4.1,0.7,1.5,x,2.7,1.9
esBAF inh,4.6,-0.3,3.3,-8.2,10.4,-9.9
miR122 inh,2.8,x,-5.3,-1.9,1.7,x
Cneo AK release,0.4,-0.8,-1.5,-6.7,x,0.4
Statin myotox sup,-1.6,-25.1,5.5,6.2,-3.2,0.3

25: CCOC(=O)N1CCC(NC(=O)C2CCCN(S(=O)(=O)c3cccnc3)C2)CC1 (stereo unspecified)
26: O=C(N/N=C/c1ccc2c(c1)OCO2)c1ccc(NC(=O)c2ccc(F)cc2)cc1
27: COCC(=O)N(C)C[C@@H]1Oc2ncc(C#Cc3ccccc3OC)cc2C(=O)N([C@@H](C)CO)C[C@@H]1C
28: COc1ccc2nc(NC(=O)c3ccc(F)cc3)sc2c1
29: c1ccc(CSCc2ccccc2)cc1
30: COc1ccc(OC)c(NC(=O)C2(C)CCN2Cc2cccc(OC)c2OC)c1 (stereo unspecified)
screen / no.,25,26,27,28,29,30
SIRT5 inh,-5.8,-4.5,u,-6.7,1.4,-2.7
ARNT-TACC3 inh,-25.0,-6.6,-5.4,22.4,-4.6,x
ERp5 inh,-10.0,-1.1,3.8,0.6,1.4,-6.8
esBAF inh,6.7,19.6,-3.3,55.2*,4.3,1.6
miR122 inh,-5.8,x,-9.0[16.7 µM],5.7,-5.2,x
Cneo AK release,4.7,-2.5,-2.5,-1.8,0.5,-2.5
Statin myotox sup,-4.0,9.5,x,-5.6,-2.2,6.9

31: CCN(Cc1ccncc1)C(=O)C(CO)c1ccccc1 (stereo unspecified)
32: COc1ccc(N2CCN(S(=O)(=O)CCNC(=O)C3CC(=O)N(c4ccccc4)C3)CC2)cc1 (stereo unspecified)
33: O=[N+]([O-])c1ccc(Nc2nc(N/N=C\c3ccc4c(c3)OCO4)nc(N3CCCCC3)n2)cc1
34: Cn1c2c(c(=O)n(C)c1=O)CN(CCN1CCNCC1)CN2
35: COc1ccc(CNC(=O)Nc2nc(C(N)Cc3ccc(C(F)(F)F)cc3)cs2)cc1 (stereo unspecified)
36: COCc1cn(CC[C@H]2CC[C@H](NC(=O)Cc3cccnc3)[C@H](CO)O2)nn1
screen / no.,31,32,33,34,35,36
SIRT5 inh,-1.6,-1.7,x,x,x,-7.2
ARNT-TACC3 inh,0.4,-6.9,-5.2,-4.3,x,3.9
ERp5 inh,1.5,-0.9,x,x,6.3,5.8
esBAF inh,1.3,0.6,19.5,4.3,3.0,1.4
miR122 inh,-2.0,-11.4,3.2,-0.7,-4.2,x
Cneo AK release,0.8,-1.3,-2.2,x,-1.1,-3.3
Statin myotox sup,-1.2,11.1,-9.1,-7.1,-40.0,-7.2

37: CCOc1ccc(S(=O)(=O)N2CCOCC2)cc1NC(=O)CSCC(=O)Nc1ccc(C)cc1
38: CC(=O)NC(Cc1c[nH]c2ccccc12)C(=O)NCCc1ccccc1 (stereo unspecified)
39: O=C(O)c1cc(S(=O)(=O)N2CCN(c3ccccn3)CC2)ccc1Cl
40: O=C(O)c1[nH]c2ccccc2c1NS(=O)(=O)Cc1ccccc1
41: Cc1ccc(SCc2c(C(=O)N/N=C/c3cccs3)nnn2-c2nonc2N)cc1
42: C/C=C/c1cnc2c(c1)C(=O)N([C@H](C)CO)C[C@H](C)[C@H](CN(C)S(=O)(=O)c1ccc(C)cc1)O2
screen / no.,37,38,39,40,41,42
SIRT5 inh,-1.2,-0.2,2.6,x,5.4,-1.4
ARNT-TACC3 inh,-1.1,-2.4,-3.1,-1.5,x,-6.6
ERp5 inh,-2.4,-1.8,1.8,x,0.8,-5.4
esBAF inh,-1.9,-6.7,3.2,11.2,0.0,-3.8
miR122 inh,x,-1.9,-2.3,2.9,22.9,7.5[16.7 µM]
Cneo AK release,1.7,-0.7,5.6,0.8,3.0,-0.4
Statin myotox sup,-2.4,10.0,28.3,-3.5,-8.7,x

43: CCn1c(=O)c2cc(S(=O)(=O)NC3CCCCC3)ccc2n(CC)c1=O
44: Clc1ccc2oc(-c3cccnc3NCc3ccccc3)nc2c1
45: CN(C)c1cc(N/N=C/c2ccccc2C(F)(F)F)nc(N(C)C)n1
46: COc1ccc([N+](=O)[O-])cc1NC(=O)C(C)OC(=O)CC1CCCC1 (stereo unspecified)
47: O=C(NCc1cccs1)C(=O)NCC1OCCCN1S(=O)(=O)c1cc(F)ccc1F (stereo unspecified)
48: COc1ccccc1Oc1ccc(N/C=C/C(=O)c2ccco2)cc1
screen / no.,43,44,45,46,47,48
SIRT5 inh,x,x,-4.1,4.7,-1.4,x
ARNT-TACC3 inh,0.0,-9.6,-4.8,0.3,2.3,2.2
ERp5 inh,x,x,0.8,4.5,4.9,-0.7
esBAF inh,-5.6,5.1,-4.7,-3.1,-5.0,86.8*
miR122 inh,98.5*,-8.0,x,-7.5,1.8,3.3
Cneo AK release,1.0,-2.0,3.9,1.7,1.1,-0.2
Statin myotox sup,-0.1,-2.9,-12.7,-7.5,-8.2,-1.8

49: Cc1cccn2cc(CCNS(=O)(=O)c3ccc([N+](=O)[O-])cc3)nc12
50: O=C1CC(=O)N(Cc2cccs2)C(=O)N1
51: CN1c2ccc(-c3ccccc3)cc2[C@H]2[C@H](CCN2C(=O)c2cccc(F)c2)[C@H]1CO
52: CCOC(=O)c1ccc(NC(=S)N2CCN(c3ccccn3)CC2)cc1
53: C[C@@H]1CCCCO[C@@H](CN(C)C(=O)NC2CCCCC2)[C@H](C)CN([C@H](C)CO)C(=O)c2cc(NS(=O)(=O)c3cccs3)ccc2O1
54: OCCC1CN(Cc2cccn2-c2cccnc2)CCN1C1CCCC1 (stereo unspecified)
55: CC(C)C(CCNC(=O)CC(Cc1ccccc1)c1ccco1)c1ccco1 (stereo unspecified)
screen / no.,49,50,51,52,53,54,55
SIRT5 inh,-1.9,x,4.0,-0.9,2.9,-5.0,x
ARNT-TACC3 inh,0.5,10.7,-8.5,-6.8,2.1,0.5,2.1
ERp5 inh,0.8,x,1.0,2.6,1.7,3.4,x
esBAF inh,-9.5,-4.9,-3.5,4.9,9.1,-2.5,5.8
miR122 inh,-1.8,-8.5,67.2[16.7 µM],x,-17.5[16.7 µM],-3.5,0.4
Cneo AK release,-0.3,1.7,1.5,-0.9,0.4,x,-3.7
Statin myotox sup,1.9,-8.8,31.3,-6.9,-19.7,8.9,-9.1

High-throughput results deposited in PubChem by Broad Institute.
